Screening data as filed in PubChem.
ALDH1A1 inh = ALDH1A1 (human) enzyme inhibition; AID 1030; Purified ALDH1A1, NADH fluorescence, propionaldehyde substrate; 7.3% of 220,000 active; Potency, µM (series often up to 75.3 µM), inactives show at the top dose activity, negative = inhibition, hits mostly inhibitors; P00352; active = well fitted inhibition curve with a large enough effect, not every such curve was filed as active; inconclusive = small, poorly fitted or top-dose-only effect, or another doubt; inactive = no such curve, though single readings can be large or run the other way;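 note: plate controls were no enzyme wells and a reference inhibitor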
Target sequence (P00352 whole entry, looked up): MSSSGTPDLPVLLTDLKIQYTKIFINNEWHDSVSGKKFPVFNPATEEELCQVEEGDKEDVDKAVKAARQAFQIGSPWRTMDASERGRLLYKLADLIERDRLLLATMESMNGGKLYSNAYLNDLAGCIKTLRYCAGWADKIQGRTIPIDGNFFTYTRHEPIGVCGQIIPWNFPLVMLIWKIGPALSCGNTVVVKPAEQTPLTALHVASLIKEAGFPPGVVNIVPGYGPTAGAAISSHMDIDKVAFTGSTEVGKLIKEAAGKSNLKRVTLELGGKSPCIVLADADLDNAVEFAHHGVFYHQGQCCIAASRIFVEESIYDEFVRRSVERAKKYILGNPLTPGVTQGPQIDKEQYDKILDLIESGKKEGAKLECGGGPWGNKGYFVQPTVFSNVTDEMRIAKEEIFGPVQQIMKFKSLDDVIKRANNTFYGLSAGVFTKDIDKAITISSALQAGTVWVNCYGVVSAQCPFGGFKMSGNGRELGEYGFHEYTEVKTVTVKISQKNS
Epigenetic reg = epigenetic control regulation, reporter derepression | murine LDR cells, GFP reporter derepression, 30 h | Potency, µM (series often up to 53.9 µM), for the others: top-dose GFP activation, hits mostly activators | 0.2% of 280,000 active; note: % of control where 0% means no effect; nearly all actives have a fitted effect of over 60% in size
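Murine LDR cells bearing a silenced CMV-driven GFP reporter were exposed to compound for 30 h at 37 C. After PBS washes, GFP-positive cells (20-120 um objects) counted by laser-scanning microplate cytometry.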
GAA inhib = blocks human lysosomal alpha-glucosidase | AID 1466 | P10253 | purified human GAA, 4-MU-alpha-glucoside fluorescence | Potency, µM (titrated, usually from 76.9 µM), for the others: at the highest dose activity change, negative = inhibition, hits mostly inhibitors | 0.005% of 200,000 active;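 note: plate controls were uninhibited enzyme wells for no effect and no-enzyme background for full effect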
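Enzyme (4 nM final) mixed with compound (up to 77 uM), then 4-MU-alpha-D-pyranoside (400 uM final) added; 20 min at room temperature, pH 5.0. Reaction stopped at pH 10, fluorescence read, AC50 derived by Hill fit.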
NPSR antag = antagonists of human neuropeptide S receptor cAMP signaling | 1% of 220,000 active | CHO-NPSR cells, cAMP TR-FRET, antagonist mode | AID 1461 | Potency, µM (highest dose often 38.3 µM), for the others: top-dose activity change, negative = inhibition, most hits filed as inhibitors; note: % is set by controls: 0 for no effect and ±100 for the full control effect; nearly all actives have a fitted effect of over 50% in size; many of its hits are not listed in these tables
GAA glycogen mod = GAA glycogen-cleavage inhibition or activation | P10253 | recombinant GAA, glycogen substrate, Amplex Red glucose oxidase fluorescence | Potency, µM (doses to about 76.4 µM), for the others: top-dose activity change, negative = inhibition, usual class: inhibitors | 0.38% of 300,000 active;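 note: 0% = full enzyme reaction and -100% = no-enzyme basal signal; the screen sought inhibitors and activators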
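Recombinant human enzyme (4 nM); glycogen substrate; 37 C, 40 min, pH 5.0. Readout: coupled glucose oxidase/Amplex Red fluorescence.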
GLA spleen mod = inhibitors or activators of human alpha-galactosidase in spleen homogenate. AID 2107. Potency, µM (series often up to 80 µM), for inactives: at the top dose activity change, negative = inhibition, usual class: inhibitors. 0.008% of 240,000 active. human spleen homogenate, 4MU-alpha-Gal fluorescence, 40 min;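 note: 0% = enzyme with vehicle and -100% = no enzyme basal signal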
Target sequence (P06280 32-429 limits assumed): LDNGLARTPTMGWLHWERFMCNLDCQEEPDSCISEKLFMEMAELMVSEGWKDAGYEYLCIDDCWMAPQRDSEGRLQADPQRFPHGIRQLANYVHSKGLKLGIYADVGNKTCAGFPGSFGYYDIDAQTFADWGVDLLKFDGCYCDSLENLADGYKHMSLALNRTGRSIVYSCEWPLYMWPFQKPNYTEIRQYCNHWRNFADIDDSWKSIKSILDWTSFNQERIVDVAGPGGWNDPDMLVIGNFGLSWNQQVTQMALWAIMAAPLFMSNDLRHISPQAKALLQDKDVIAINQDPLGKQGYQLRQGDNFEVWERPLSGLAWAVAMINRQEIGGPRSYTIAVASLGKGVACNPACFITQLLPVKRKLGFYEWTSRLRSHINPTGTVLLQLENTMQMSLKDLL
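qHTS titration in buffer at pH 5.0. Alpha-galactosidase activity in spleen homogenate was measured via 4-methylumbelliferone release from 1 mM fluorogenic substrate after 40 min at 37C and a pH 10 stop. AC50 came from Hill fits of control-normalized data.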
Tau fluor counter = counter-screen for tau fibril formation inhibitors. Potency, µM (titrated, usually from 57.7 µM), for inactives: top-dose activity change, negative = decrease. 0.93% of 280,000 active. tau K18 P301L Alexa594 fluorescence, heparin fibrillization; note: % is set by controls: 0 for no effect and ±100 for the full control effect; nearly all actives have a fitted effect of over 55% in size
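Human tau K18 P301L (15 uM unlabeled, 0.24 uM Alexa 594-labeled) in 100 mM sodium acetate pH 7 with 20 uM heparin, 6 hr at 37 C. ThT 30 uM added, 1 hr ambient; Alexa 594 FP and total fluorescence read at 555/632 nm.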
GAA spleen mod = inhibits or activates alpha-glucosidase in human spleen homogenate | 0.006% of 240,000 active | P10253 | Potency, µM (titrated, usually from 79.9 µM), inactives show at the highest dose activity change, negative = inhibition, actives largely listed as inhibitors | human spleen homogenate, 4-MU-alpha-glucoside fluorescence;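 note: 0% = enzyme with vehicle and -100% = no enzyme basal signal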
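Compounds were titrated against alpha-glucosidase in spleen homogenate at pH 5.0, with 1 mM 4-methylumbelliferyl substrate for 40 min at 37 C. Reactions were quenched with pH 10 NaOH/glycine and fluorescence measured.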
An asterisk follows results filed as active; ? = inconclusive; nt = no result given; [ ] = dose if it differs, or a comment. Unless noted, calls come from the whole dose curve; as a rule, active = well fitted curve in the direction sought with a large enough effect; inconclusive = small, poorly fitted or top-dose-only effect, or another doubt; inactive = no such curve, though single readings can be large; an effect the other way counts as inactive or inconclusive. Potency is the fitted concentration of half-maximal effect. The list is partial, so the mix of outcomes need not match the whole.

SMILES | ALDH1A1 inh | Epigenetic reg | GAA inhib | NPSR antag | GAA glycogen mod | GLA spleen mod | Tau fluor counter | GAA spleen mod
CCCN=C(N)NCCC[C@H](N)C(=O)O | -4% | 3.9% | nt | nt | nt | -3% | -5% | 0%
CCC1(CC)Cc2ccccc2-c2nc3ccccc3c(=O)n21 | 16µM* | 2.3% | -4% | ? | -3% | 5% | -10% | -1%
COCCCNC(=S)NC1CC2CCCC(C1)N2Cc1cccs1 (stereo unspecified) | -2% | 4.3% | 4% | -4%[46.1 µM] | 8% | -7% | 5% | -25%
COc1ccc(-c2nn3c(COc4ccccc4)nnc3s2)cc1OC | ? | -0.8% | -2% | -5%[46.1 µM] | -17% | 4% | -10% | -9%
Cc1ccc(S(=O)(=O)NC(C)C(c2cccs2)N2CCN(C)CC2)cc1 (stereo unspecified) | -7% | -1.0% | 2% | 10% | 1% | 1% | -1% | -5%
Cc1ccc(Cn2c(SCC(=O)NCC3CCCO3)nc3c(sc4ccccc43)c2=O)cc1 (stereo unspecified) | -2% | 0.7% | -2% | -8%[46.1 µM] | 9% | 7% | -8% | 6%
CCc1cccc(CC)c1N(COC)C(=O)Cn1nnc2ccccc21 | -6% | 1.5% | -19% | -10%[7.67 µM] | -6% | -4% | -12% | -2%
Cc1cc(Nc2ccc(O)cc2)n2c(nc3ccccc32)c1C#N | 6% | 1.1% | 0% | -6% | -9% | 1% | -5% | 4%
COc1cc(OC)cc(-n2nnnc2SCC(=O)Nc2ccc(C(C)=O)cc2)c1 | -1% | 3.1% | -3% | 9%[46.1 µM] | 9% | 0% | -2% | 1%
CCn1cc(C(=O)O)c(=O)c2cc(F)c(N3CCN(S(=O)(=O)c4ccc(Br)cc4)CC3)cc21 | ? | 0.0% | -2% | 23% | -8% | 7% | 10% | -2%
Cc1cc(C)nc(NC(=O)c2c(-c3c(Cl)cccc3Cl)noc2C)n1 | 15% | 0.9% | -1% | -10%[46.1 µM] | 5% | -9% | -8% | -6%
OCCn1c(SCCOc2ccccc2F)nc2ccccc21 | 1% | 0.0% | -4% | 9%[46.1 µM] | -2% | 6% | -6% | 1%
CC(C)(C)OC(=O)[C@H]1[C@H](c2ccc([N+](=O)[O-])cc2)C2(C(=O)c3ccccc3C2=O)C2c3ccccc3C=NN21 (stereo partly specified) | ? | -1.0% | -12% | -26% | -6% | -2% | -17% | -12%
O=S(=O)(c1cccc(F)c1)N1CCN(Cc2ccc3c(c2)OCO3)CC1 | -8% | -7.7% | 1% | -18%[46.1 µM] | 1% | -4% | -14% | -5%
C/C(=N\O)C1(C)N(O)C(C)(C)C(c2ccc(Br)cc2)=[N+]1[O-] (stereo unspecified) | 15% | -0.1% | -2% | 0%[46.1 µM] | 6.3µM* | 2% | -1% | -8%
Cc1[nH]c2ccccc2c1C(=O)C(C)OC(=O)c1ccc([N+](=O)[O-])o1 (stereo unspecified) | ? | -6.3% | -14% | -20% | 1% | 2% | ? | 2%
O=C(NC(=O)c1ccccc1F)Nc1nc(-c2cccs2)cc(C(F)(F)F)n1 | ? | -2.9% | 3% | -13% | -2% | -3% | -13% | 2%
O=C(NC1CCCC1)c1ccc2nc(-c3ccco3)c(-c3ccco3)nc2c1 | -1% | 0.0% | 7% | -11%[46.1 µM] | 4% | 3% | -2% | 2%
COc1ccc2c(c1OC)CCC2=O | ? | -1.0% | -5% | 4%[46.1 µM] | 0% | 0% | 2% | 2%
O=C(C1=C(O)C(=O)N(CCOCCO)C1c1ccccn1)c1cccs1 (stereo unspecified) | nt | -1.5% | nt | -5% | 5% | -2% | -3% | 1%
CCOC(=O)C1(S(=O)(=O)c2ccccc2)CCN(Cc2ccc(Cl)cc2)CC1 | ? | -1.0% | ? | -21%[46.1 µM] | 9% | -8% | -14% | -5%
C/C(N)=C(/C#N)C(=O)CSc1nnc(-c2ccccc2Br)o1 | -4% | 0.0% | -3% | ? | 3% | 1% | -6% | -1%
CCOc1ccc(NC(=O)c2ccc(NC(=O)CSc3nc4ccccc4c(=O)[nH]3)cc2)cc1 | 13% | 2.1% | 5% | 3% | -7% | 2% | -4% | 3%
COc1cc2c(cc1OC)CN(Cc1nc3ccsc3c(=O)[nH]1)CC2 | ? | -12% | 4% | -6%[46.1 µM] | 21% | 2% | -11% | -3%
O=C(NCc1ccccc1Cl)c1cc([N+](=O)[O-])ccc1Cl | 0% | 4.4% | 8% | 2% | 3% | -2% | 3% | -1%
COc1cc(NC(=O)c2ccc3c(c2)OCO3)ccc1NC(=O)c1cccs1 | ? | -1.1% | ? | 31% | 7% | 2% | ? | 3%
CCNC(=O)NC(=O)C(C)OC(=O)C(C)(C)Oc1ccc(Cl)cc1 (stereo unspecified) | 19% | 1.1% | -6% | -1% | -11% | -10% | -8% | nt
Cc1cccc(N2CCN(C(=O)c3cc4n(n3)C(C(F)(F)F)CC(c3ccco3)N4)CC2)c1C (stereo unspecified) | 7% | 11% | 2% | ? | -2% | 9% | -11% | -6%
O=C(NCCc1nc2ccccc2[nH]1)c1cccc(Br)c1 | -1% | -1.1% | 10% | -4% | 2% | -6% | -8% | -2%
C/C(N)=C(/C#N)C(=O)COC(=O)CC12CC3CC(CC(C3)C1)C2 | -6% | 1.0% | -2% | -15%[46.1 µM] | -2% | -16% | ? | -7%
CCCS(=O)(=O)c1snnc1C | 5% | -3.6% | -2% | -5%[46.1 µM] | 9% | 7% | 3% | 0%
CC1C(=O)NN=C1C(=O)N/N=C\c1ccc(O)cc1O (stereo unspecified) | 11% | 0.0% | 0% | 10% | -2% | -6% | -12% | -8%
CC1CN(c2nc3ccccc3nc2C(C#N)C(=O)NC2CCCCC2)CC(C)O1 (stereo unspecified) | -2% | ? | -3% | -2%[46.1 µM] | 8% | -3% | -7% | -8%
COc1ccccc1-c1nc(-c2ccccc2)nc(N2CCN(C)CC2)c1C#N | -4% | -1.5% | -1% | -43% | 24% | 3% | -20% | 0%
COc1ccc(/C=N/NC(=O)CCNc2n[nH]c(=O)[nH]c2=O)c(OC)c1 | 0% | 0.1% | 2% | 19% | 0% | 0% | -4% | 1%
Cc1ccccc1NC(=O)CN(C)S(=O)(=O)c1cccc2cccnc12 | -15% | 0.0% | -3%[15.4 µM] | 4%[46.1 µM] | -7% | 7% | 4% | 5%
O=C(/C=C/c1ccc(F)cc1)N1CCCN(C(=O)/C=C/c2ccc(F)cc2)CC1 | ? | -1.0% | 4% | -25% | 12% | -4% | 4% | -4%
Cc1cccc(CSc2nncc(=O)[nH]2)c1 | -4% | -4.6% | -1% | -12%[46.1 µM] | 10% | 0% | -5% | -2%
Cc1cc(=O)n2cc(-c3ccccc3)nc2[nH]1 | ? | -3.1% | 2% | -19%[46.1 µM] | -5% | -10% | -8% | -10%
COCCOC(=O)C1=C(C)NC(=O)NC1/C=C/c1ccccc1 (stereo unspecified) | -3% | 0.0% | 7% | 15% | 13% | -9% | 15% | 1%
O=C(COc1ncnc2scc(-c3ccccc3)c12)NC1CCCc2ccccc21 (stereo unspecified) | -5% | -1.2% | 0% | -14% | 8% | -22% | -25% | -15%
CC(=O)c1c(C)c(C)c2n1CCn1c(C)ccc1-2 | nt | -1.1% | -10%[15.4 µM] | -10% | 5% | -4% | ? | -1%
O=S1(=O)N=C(N=Nc2c(O)[nH]c3ccccc23)c2ccccc21 | -33% | -1.7% | -4% | -23% | 9% | -3% | 7% | -1%
CNc1ccc(C2(O)C(=O)c3ccccc3C2=O)cc1 | 14% | 1.8% | -2% | 2% | -3% | 7% | 5% | 3%
C=CCn1c(Cc2c[nH]c3ccccc23)n[nH]c1=S | 8.9µM* | -2.8% | -2% | -14%[7.67 µM] | -8% | 4% | 8% | 8%
Cc1ccc(C(=O)Nc2ccc(CC(=O)O)cc2)o1 | 5% | -4.6% | 3% | -9%[46.1 µM] | -10% | -4% | 0% | -6%
Cc1ccc(-n2nc3cc(C)c(NC(=S)NC(=O)/C=C/c4ccco4)cc3n2)cc1 | -7% | 1.0% | -8% | -10% | -1% | -13% | -23% | -8%
Cc1ccc(-c2csc3ncn(Cc4ccc(C(=O)O)cc4)c(=O)c23)cc1C | 5% | 1.1% | 11% | -31% | -3% | -6% | 12% | 8%
Cc1ccc(-c2nn3c(C)nnc3s2)cc1NC(=O)c1ccc(Br)o1 | ? | 1.0% | 0%[15.4 µM] | 3%[46.1 µM] | -7% | 7% | -6% | -16%
COc1ccc(-c2nnn(CC#N)n2)cc1OC | 12% | 2.8% | -3% | -6%[46.1 µM] | -4% | 4% | -16% | 0%
COc1cccc(C2CCCN2Cc2nc(CC3CC3)no2)c1 (stereo unspecified) | 0% | 0.0% | -3% | 1% | 6% | -6% | -15% | -7%
Cc1cc(C=O)c(C)n1-c1cc(C(F)(F)F)ccc1N1CCOCC1 | 1% | 1.4% | -10% | -21%[46.1 µM] | -5% | -13% | -6% | -19%
CC(C)CNC(=O)c1cccc(NC(=O)c2ccco2)c1 | -3% | -0.5% | -3% | -3%[46.1 µM] | 3% | 3% | 0% | 6%
Cc1cc(C)cc(OCC(=O)O/N=C(\N)c2ccccn2)c1 | 10% | 1.5% | -6% | -6%[46.1 µM] | 2% | 6% | -10% | -5%
CCCNC(=O)N1c2ccccc2Sc2ccccc21 | nt | 0.1% | nt | ? | 5% | -13% | -17% | -14%

Part of the list above, as a markdown table:
| SMILES | ALDH1A1 inh | Epigenetic reg | GAA inhib | NPSR antag | GAA glycogen mod | GLA spleen mod | Tau fluor counter | GAA spleen mod |
| --- | --- | --- | --- | --- | --- | --- | --- | --- |
| COc1ccc(-c2nnn(CC#N)n2)cc1OC | 12% | 2.8% | -3% | -6%[46.1 µM] | -4% | 4% | -16% | 0% |
| COc1cccc(C2CCCN2Cc2nc(CC3CC3)no2)c1 (stereo unspecified) | 0% | 0.0% | -3% | 1% | 6% | -6% | -15% | -7% |
| Cc1cc(C=O)c(C)n1-c1cc(C(F)(F)F)ccc1N1CCOCC1 | 1% | 1.4% | -10% | -21%[46.1 µM] | -5% | -13% | -6% | -19% |
| CC(C)CNC(=O)c1cccc(NC(=O)c2ccco2)c1 | -3% | -0.5% | -3% | -3%[46.1 µM] | 3% | 3% | 0% | 6% |
| Cc1cc(C)cc(OCC(=O)O/N=C(\N)c2ccccn2)c1 | 10% | 1.5% | -6% | -6%[46.1 µM] | 2% | 6% | -10% | -5% |
